Bioassay records deposited in PubChem BioAssay by National Center for Advancing Translational Sciences (NCATS).
a7 integrin act = activators of alpha7 integrin expression for muscular dystrophy; alpha7betagal myoblasts, beta-gal FDG fluorescence, 48 h; Potency, µM (highest dose often 38.3 µM), inactives show top-dose activation, actives largely listed as activators; 0.064% of 350,000 active; AID 624291;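 also: potency is read from the fitted curve at half-maximal effect; 100% = response of the positive control SU9516; nearly all actives have a fitted effect of over 60% in size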
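Alpha7betagal+/- myoblasts (passage 13) were plated 16-24 hr, then exposed to compounds (1:260 dilution of DMSO stock) for 48 hours at 37C. After MPER lysis, β-galactosidase reporter activity was read as FDG fluorescence (ex 480/em 540) after 30 minutes.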
B2AR arrestin = recruits beta-arrestin to the human beta2-adrenergic receptor; P07550; beta-arrestin recruitment to beta2AR, cell-based reporter; Potency, µM (highest dose often 46.1 µM), for the others: top-dose activation, usual class: activators; 0.02% of 330,000 active; AID 492947;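 also: potency is read from the fitted curve at half-maximal effect; 0% = DMSO controls and full agonism = EC100 isoproterenol or metaproterenol; nearly all actives have a fitted effect of over 65% in size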
Target sequence (P07550 whole entry, looked up): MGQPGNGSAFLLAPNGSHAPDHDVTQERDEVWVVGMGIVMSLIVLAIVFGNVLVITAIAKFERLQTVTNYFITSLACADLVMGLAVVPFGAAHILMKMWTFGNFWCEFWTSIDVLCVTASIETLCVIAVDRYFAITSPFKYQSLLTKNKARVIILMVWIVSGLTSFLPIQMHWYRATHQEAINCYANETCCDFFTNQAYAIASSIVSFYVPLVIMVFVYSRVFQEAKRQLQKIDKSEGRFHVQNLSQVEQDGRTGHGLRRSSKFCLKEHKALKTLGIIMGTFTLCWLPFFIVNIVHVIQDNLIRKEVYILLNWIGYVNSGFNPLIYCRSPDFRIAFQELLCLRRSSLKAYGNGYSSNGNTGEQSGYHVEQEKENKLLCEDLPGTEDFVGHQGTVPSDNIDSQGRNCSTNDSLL
BRCA1 expr up = activators of BRCA1 expression; Potency, µM (series often up to 46.1 µM), inactives show top-dose activation, most hits filed as activators; MCF7-BRCA1-FFLuc reporter, luminescence, 48 h; response scale: scaled: vehicle 0%, 10 µM genistein 100%; 1.1% of 380,000 active; also: potency is read from the fitted curve at half-maximal effect; nearly all actives have a fitted effect of over 80% in size; some results filed as inactive show a strong effect at the top dose
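MCF7-BRCA1-FFLuc, 2000 cells/well; 2 h attach, 37 °C/5% CO2; compound 48 h; luciferase substrate 15 min; luminescence end-point. Norm. to genistein 10 microM max activation and DMSO; concentration-response curves fitted.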
ELG1 DNA repair = blocks ELG1-dependent DNA repair in HEK293T cells | HEK293T ELG1-luciferase reporter, luminescence, 16 h; DNA damage induced by 5-fluorouridine | Potency, µM (doses to about 46.1 µM), for inactives: top-dose activity change, negative = inhibition, hits mostly inhibitors | 2.3% of 330,000 active; also: potency is read from the fitted curve at half-maximal effect; % is scaled to controls: 0 for no effect and ±100 for the full control effect; nearly all actives have a fitted effect of over 55% in size
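HEK293T cells expressing luciferase-tagged ELG1 (2,000/well) received 5-Fluorouridine plus compound or DMSO for 16 hr at 37 °C. Luciferase was read by ONE-Glo luminescence after 30 min at room temperature.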
TCR activator = activates T cell receptor signaling | primary human leukocytes, anti-CD3, IL-2 HTRF, 48 h | Potency, µM (series often up to 9.22 µM), without a hit: at the highest dose activation of IL-2 secretion, most hits filed as activators | 330,000 tested, under 10 active | AID 504894; also: % of control where 0% means no effect
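Readout: HTRF IL-2, Eu-cryptate/d2 antibody pair, 320nm excitation, 665nm emission. Stimulus: a-CD3 beads, no co-stimulation. Cells: primary human leukocytes. Exposure: 48 hr with compound.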
p53 reactivator = mutant p53 re-activation in reporter cells; H1299 p53-A138V BP100-luciferase reporter, luminescence, 24 h; Potency, µM (highest dose often 92.2 µM), for the others: at the top dose activity change, positive = activation, hits mostly activators; 0.063% of 320,000 active; also: potency is read from the fitted curve at half-maximal effect; % of control where 0% means no effect; nearly all actives have a fitted effect of over 45% in size
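p53-null H1299 cells stably carrying temperature-sensitive p53-A138V and a BP100-luciferase reporter were pinned with compounds (4-point, 1:5 series) and held 24 hrs at 37 deg C. Luminescence was read 10 min after detection reagent.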
PTAP TSG101 blk = blocks PTAP/TSG101 interaction to inhibit HIV-1 budding | 340,000 tested, under 10 active | Potency, µM (titrated, usually from 115 µM), inactives show at the top dose activity change, negative = inhibition, actives largely listed as inhibitors | Fluorescence polarization, FITC-PTAP peptide / Tsg101 binding; active = well fitted inhibition curve with a large enough effect in the main read-out, with a control signal flat, not every such curve was filed as active; inconclusive = small, poorly fitted or top-dose-only effect, or effect the other way, or a change in a side signal; inactive = no such curve, though single readings can be large or run the other way; also: potency is read from the fitted curve at half-maximal effect; % of control where 0% means no effect
Target sequence (Q99816 whole entry, looked up): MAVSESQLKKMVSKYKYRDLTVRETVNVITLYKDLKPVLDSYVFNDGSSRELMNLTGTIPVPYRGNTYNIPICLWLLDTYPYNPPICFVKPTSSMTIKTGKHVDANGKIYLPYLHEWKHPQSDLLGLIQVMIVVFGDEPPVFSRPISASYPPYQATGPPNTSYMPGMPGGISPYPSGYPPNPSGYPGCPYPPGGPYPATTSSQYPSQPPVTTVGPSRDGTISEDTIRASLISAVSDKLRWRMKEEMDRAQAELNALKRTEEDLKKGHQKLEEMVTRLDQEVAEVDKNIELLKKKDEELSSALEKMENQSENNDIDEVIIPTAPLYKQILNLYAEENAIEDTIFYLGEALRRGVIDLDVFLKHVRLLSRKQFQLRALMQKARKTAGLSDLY
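Compounds were pin-transferred onto Tsg101 binding domain (10 uM final) in HEPES pH 7.5 buffer, then FITC-PTAP peptide was added at 50 nM final. After 20 min at RT, polarization reported peptide displacement across a qHTS concentration series.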
TRPV1 ag = agonists of human vanilloid receptor 1 (TRPV1); AID 540275; activation, % at 8.33 µM; Q8NER1; 0.19% of 320,000 active; TRPV1-expressing cells, Fluo-8 calcium influx, agonist mode; in the data active = activation above about 80%; inconclusive = between about 30% and that limit; also: 0% is about no effect
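TRPV1-expressing cells were cultured overnight at 35.5C and loaded with Fluo-8 calcium dye for 40 to 90 min at room temperature. After a 10 s baseline, compound was added and calcium influx was read kinetically for 3 min (ex 480/em 520 nm).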
MLL CXXC-DNA inh = blocks binding of human MLL CXXC domain to DNA; MLL-CXXC / FITC-HOXA9 DNA fluorescence polarization; AID 2662; Potency, µM (series often up to 115 µM), for inactives: at the top dose activity change, negative = inhibition, actives largely listed as inhibitors; 0.037% of 290,000 active; active = well fitted inhibition curve with a large enough effect in the polarisation, with a control signal flat, not every such curve was filed as active; inconclusive = small, poorly fitted or top-dose-only effect, or effect the other way, or a change in a side signal; inactive = no such curve, though single readings can be large or run the other way; the % refers to the polarisation; also: potency is read from the fitted curve at half-maximal effect
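Steps: dispense CXXC domain solution (7 uM) → pin compounds or unlabeled HOX-A9 DNA control → 5 min ambient → add FLSN-HOX-A9 solution (50 nM) → spin → 30 min ambient → fluorescence polarization. Tris pH 7.5/NaCl/DTT/BSA buffer.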
A-T KAP1 phos = candidate therapy for ataxia-telangiectasia; […] A-T fibroblasts, KAP-1 phosphorylation AlphaLISA; neocarzinostatin DNA damage 30 min before lysis; AID 485349; 0.19% of 320,000 active; Potency, µM (series often up to 57.5 µM), for inactives: at the highest dose activation, most hits filed as activators; also: potency is read from the fitted curve at half-maximal effect; % of control where 0% means no effect; nearly all actives have a fitted effect of over 45% in size
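hTERT-immortalized A-T patient fibroblasts ([…]), 500 cells/well in OPTI-MEM, 1% FBS, got compounds for 60 min, then NCS for 30 min at 37C. Lysates were then assayed for phospho-KAP-1 by AlphaLISA (anti-pKAP1 donor, anti-KAP1 acceptor beads), 6 hr at 25C.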
Numbers without * were called inactive; ? = inconclusive; nt = no result given; & = joins results of further samples; [ ] = another dose, or the depositor's remark. Unless noted, calls follow the shape of the dose curve; as a rule, active = well fitted curve in the direction sought with a large enough effect; inconclusive = small, poorly fitted or top-dose-only effect, or another doubt; inactive = no such curve, though single readings can be large; an effect the other way counts as inactive or inconclusive.

SMILES	a7 integrin act	B2AR arrestin	BRCA1 expr up	ELG1 DNA repair	TCR activator	p53 reactivator	PTAP TSG101 blk	TRPV1 ag	MLL CXXC-DNA inh	A-T KAP1 phos
COc1cc(/C=C2\SC(=S)N(CCCCC(=O)O)C2=O)ccc1OS(=O)(=O)c1ccc(C)cc1	-33%	-0.2%	-45%	26%	-2%	7%	-4%	2	nt	-5%
CCCCn1c(=O)cc(N2CCOCC2)[nH]c1=O	-8%	0.3%	-7%	9%	0%	-1%	-10%	-3	1%	1%
COC(=O)[C@]1(CC(C)C)N[C@H](c2ccc(-c3ccccc3)cc2)[C@@H]2C(=O)N(C)C(=O)[C@@H]21	-11%	0.1%	-31%	-8%	1%	5%	1%	nt	nt	2%
O=C(NNS(=O)(=O)c1ccccc1)c1cc2cc3ccccc3nc2s1	-10%	6.8%	48%	?	2%	0%	-2%	-2	1%	-1%
O=C(c1ccco1)N1CCN(C(=O)C2CC(c3ccc(F)cc3)=NO2)CC1 (stereo not given)	5%	-0.1%	0%	-2%	-2%[46.1 µM]	13%	-9%	1	12%	8%
Cc1noc(NS(=O)(=O)c2ccc(N3Cc4ccccc4C3=O)cc2)c1C	2%	0.4%	?	?	nt	6%	-10%	0	-13%	1%
O=C(NC1CCCC1)c1cc2nc(-c3ccccc3)cc(-c3ccccc3)n2n1	-5%	-0.4%	15%	?	2%	-8%	1%	1	-6%	21%
CCCc1ccc(-c2cc(N)n[nH]2)cc1	-2%	0.4%	19%	?	3%	7%	-4%	0	0%	nt
CCOc1ccccc1N(CC(=O)N1CCCCCC1)S(=O)(=O)c1ccc(C)cc1	10%	-0.3%	-28%	-5%	-2%	15%	nt	18	-11%	3%
COc1cc(Br)cc(Br)c1OCC(=O)N/N=C/c1c(C)n(C)n(-c2ccccc2)c1=O	-18%	0.4%	4%	-7%	15%	4%	-2%	1	8%	2%
CCNc1nc(NC(C)C)nc(N(C#N)Cc2ccccc2)n1	-25%	2.4%	-12%	-3%	0%	-1%	-3%	1	0%	-6%
CCN1CCN(Cc2ccc(NC(=O)c3cc(NC(=O)c4cnnc5ccccc45)cc(OC)c3)cc2C(F)(F)F)CC1	-54%&0%[inhibitor]	-0.3%	-18%&0%	2%	5%	-1%	-5%	2	14%	36%
CC(C)CCC1(CCNC(C)c2cccs2)CCOC(C)(C)C1 (stereo not given)	-41%	2.3%	-27%	-3%	1%	-4%	-2%	21	-7%	-6%
Oc1ccc(/C=N/n2c(COc3ccccc3)n[nH]c2=S)cc1O	-17%	-0.8%	0%	-18%	-1%	15%	0%	3	-2%	-9%
Cc1cc(OCC(=O)Nc2cccnc2)c2c(C)cc(=O)oc2c1	-20%	0.1%	-27%	15%	5%	17%	-3%	0	25%	-8%
O=C(Nc1ccccn1)c1ccc(Cl)c(S(=O)(=O)N2CCCCCC2)c1	-36%	0.3%	38%	3%	-2%	17%	-8%	?	nt	13%
CCCc1nnc(SCC(=O)N2CCCC2)n1Cc1ccco1	-9%	0.2%	0%	9%	1%	6%	-2%	0	7%	3%
CC1CCCCN1S(=O)(=O)c1ccc(C(=O)N2CCOCC2)cc1 (stereo not given)	15%	-1.1%	-9%	19%	-4%	4%	0%	-1	-4%	9%
Cc1nnc(SCCn2c(N(C)Cc3ccccc3)nc3c2c(=O)n(C)c(=O)n3C)s1	7%	nt	-3%	nt	-6%	nt	-6%	nt	nt	nt
CCC(C)NC(=O)CCc1c(C)nc2c(c(C)nn2-c2ccccc2)c1C (stereo not given)	8%	-1.0%	-21%	14%	-10%	-3%	-6%	?	?	7%
COc1ccc(C(=O)/C=C/c2ccccc2)c(OC)c1	-9%	-0.2%	-30%	?	2%	?	0%	11	1%	6%
Cc1ccc(-c2ccnc3[nH]n(-c4ccccc4)c(=O)c23)cc1	?	-0.9%	47%	15%	nt	15%	0%	-14	8%	-9%
COc1ccc(C2C(C(=O)NCCCN3CCOCC3)c3ccccc3C(=O)N2c2ccc(OC)cc2)cc1 (stereo not given)	-35%	-0.2%	-25%	?	2%	-4%	-5%	1	-7%	1%
NC(=O)CC(NC(=O)Cc1cccc2ccccc12)c1ccc(NCc2ccccc2)c([N+](=O)[O-])c1 (stereo not given)	15%	0.4%	39%	6%	2%	-10%	1%	1	?	-23%
COc1cccc(CN(C)C(=O)CNC(=O)c2ccc3c(c2)OCO3)c1OC	3%	-0.7%	3%	2%	-5%	-1%	-2%	1	5%	7%
COc1cccc(C(=O)NCc2ccc3c(c2)OCO3)c1OC	1%	0.0%	-8%	14%	-190%	9%	-1%	2	5%	5%
COc1ccccc1NCC(O)COc1ccc(C(C)(C)C)cc1 (stereo not given)	3%	0.1%	-62%	11%	3%	-1%	0%	2	-4%	-2%
CCc1nnc(NC(=O)CCS(=O)(=O)c2ccc(C)cc2)s1	-58%[inhibitor]	-0.4%	-58%	-27%	-3%	-23%	-4%	-3	nt	-1%
Cc1ccc(C)c(-c2nn(-c3cc(N4CCN(CCO)CC4)ccc3[N+](=O)[O-])c(=O)c3ccccc23)c1	11%	-0.1%	-26%	-15%	-4%	-4%	-5%	7	3%	-7%
COc1ccc(/C=C/C(=O)OCC(=O)c2ccccc2F)cc1	10%	0.6%	?	?	2%[46.1 µM]	?	-2%	nt	nt	11%
CSc1sc(C(=O)NN)c2c1C1(CCC2)SCCS1	-2%	-0.4%	-33%	0%	-3%	-2%	-3%	11	-9%	0%
COC(=O)Cc1ccc(NC(=O)C(c2ccccc2)c2ccccc2)cc1	-12%	-0.1%	-21%	-2%	1%[46.1 µM]	-4%	0%	18	-3%	3%
CC(C)C(=O)Nc1ccnc(-c2cccnc2)n1	24%	0.0%	5%	15%	-3%	9%	-8%	-2	2%	3%
O=C(COC(=O)/C=C/c1cccc(C(F)(F)F)c1)Nc1ccc(Cl)cn1	-22%	0.0%	-35%	?	0%	9%	-5%	2	nt	9%
O=C(O)c1ccnc(Cl)c1	-9%	-0.4%	16%	8%	2%	-4%	-1%	-2	10%	1%
COc1cc(S(=O)(=O)Nc2ccc(Br)cc2)ccc1N	5%	-0.1%	-19%	?	-1%	-6%	-2%	-3	-2%	-3%

Already shown: entries from further up.
SMILES	a7 integrin act	B2AR arrestin	BRCA1 expr up	ELG1 DNA repair	TCR activator	p53 reactivator	PTAP TSG101 blk	TRPV1 ag	MLL CXXC-DNA inh	A-T KAP1 phos
COc1cccc(C(=O)NCc2ccc3c(c2)OCO3)c1OC	1%	0.0%	-8%	14%	-190%	9%	-1%	2	5%	5%
COc1ccccc1NCC(O)COc1ccc(C(C)(C)C)cc1 (stereo not given)	3%	0.1%	-62%	11%	3%	-1%	0%	2	-4%	-2%

Continued:
SMILES	a7 integrin act	B2AR arrestin	BRCA1 expr up	ELG1 DNA repair	TCR activator	p53 reactivator	PTAP TSG101 blk	TRPV1 ag	MLL CXXC-DNA inh	A-T KAP1 phos
O=C(NCc1ccco1)c1scc2c1OCCO2	0%	0.3%	0%	?	-2%	?	-8%	-11	0%	-6%
O=C(COC(=O)CN1C(=O)C2CCCCC2C1=O)Nc1cc(F)ccc1F (stereo not given)	14%	0.1%	2%	4%	2%	7%	-4%	0	nt	17%
Cc1cc(O)c(-c2cc(C(=O)Nc3cccnc3)[nH]n2)cc1C	11%	3.2%	5.6µM*	?	1%	9%	2%	3	-6%	-7%
CC(C)C[C@H](NC(=O)OC(C)(C)C)C(=O)N[C@@H](CO)[C@H](O)[C@@H]1C[C@@H]1C(=O)N1CCCC1	23%	-0.8%	8%	?	-6%	nt	-1%	4	10%	7%
CCn1cc(C(=O)N2CCN(c3ccc(OC)cc3)CC2)c2cc(OC)c(OC)cc2c1=O	-3%	0.2%	8%&9%	-12%	0%	-2%	0%	2	8%	-1%
COc1cc2nc(CN3CCN(C(c4ccccc4)c4ccccc4)CC3)[nH]c(=O)c2cc1OC	nt	-0.3%	nt	-14%	nt	2%	nt	0	1%	7%
Cn1c(=O)c2[nH]c(CCCCc3nc4ccccc4[nH]3)nc2n(C)c1=O	-18%	nt	-16%	nt	1%	nt	-2%	nt	nt	nt
CC(C)n1nnnc1SCC(=O)c1ccc2c(c1)OCCO2	3%	-1.0%	3%	?	3%	3%	-1%	1	-9%	-6%
Cc1cccc(C)c1-n1c(C)cc(/C=N\NC(=O)CC(=O)NC2CCCCC2)c1C	1%	-0.9%	20%	?	0%[46.1 µM]	-5%	1%	-3	4%	-10%
CC(C)NC(=O)C1CCN(C2CCN(C(=O)C3=CCCC3)CC2)CC1	8%	0.8%	8%	?	6%	1%	-3%	-1	-3%	0%
O=C(CCCOc1ccccc1)N1CCN(S(=O)(=O)c2cccs2)CC1	-40%[inhibitor]	-0.1%	54%	-1%	-6%	7%	-1%	22	-2%	3%
COc1ccc(C(C)n2c(C)c3c(C)nnc(C)c3c2C)cc1 (stereo not given)	-52%[inhibitor]	0.9%	-50%	-17%	-1%	0%	-5%	7	-6%	1%
